Screens from PubChem BioAssay.
bovine MsrA act = activators of bovine methionine sulfoxide reductase A. purified bovine MsrA, absorbance read-out. activation, % at 10.6 µM. 360,000 tested, 0.3% active; in the data active = activation above about 7.5%;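 note: 0% = vehicle and 100% = reference activator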
eLon inh = inhibits E. coli Lon protease; P0A9M0; purified E. coli Lon protease, fluorescence polarization; inhibition, % at 7.94 µM; 360,000 tested, 0.42% active; AID 602123; in the data active = inhibition above about 13%, passing the limit was not always enough;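 note: 0% = enzyme with probe and DMSO and 100% = no enzyme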
Target sequence (P0A9M0 whole entry, looked up): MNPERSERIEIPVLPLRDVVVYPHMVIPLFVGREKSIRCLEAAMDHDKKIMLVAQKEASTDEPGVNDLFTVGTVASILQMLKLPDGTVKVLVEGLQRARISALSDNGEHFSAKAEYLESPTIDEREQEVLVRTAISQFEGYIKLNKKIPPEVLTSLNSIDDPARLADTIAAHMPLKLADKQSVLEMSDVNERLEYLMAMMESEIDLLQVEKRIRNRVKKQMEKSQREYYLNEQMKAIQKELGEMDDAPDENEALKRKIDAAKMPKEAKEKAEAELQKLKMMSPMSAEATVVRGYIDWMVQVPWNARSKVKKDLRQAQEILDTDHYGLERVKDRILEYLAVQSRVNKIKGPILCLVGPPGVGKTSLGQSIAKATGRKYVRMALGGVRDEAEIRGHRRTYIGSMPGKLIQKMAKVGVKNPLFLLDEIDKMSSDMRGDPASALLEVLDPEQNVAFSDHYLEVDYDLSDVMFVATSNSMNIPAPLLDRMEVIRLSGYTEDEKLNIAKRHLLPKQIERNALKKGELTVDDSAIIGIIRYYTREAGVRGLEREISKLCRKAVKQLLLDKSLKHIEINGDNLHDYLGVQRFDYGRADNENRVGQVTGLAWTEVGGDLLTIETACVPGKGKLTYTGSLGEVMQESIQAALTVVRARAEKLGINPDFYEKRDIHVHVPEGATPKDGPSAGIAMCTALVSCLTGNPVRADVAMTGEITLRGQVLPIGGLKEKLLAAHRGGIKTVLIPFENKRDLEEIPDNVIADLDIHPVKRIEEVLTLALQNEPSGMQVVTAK
Neddyl block = inhibitors of human cullin neddylation | TR-FRET cullin neddylation, biochemical | calls only at 25 µM | 360,000 tested, 0.58% active | P61081+Q13564; in the data active = inhibition above about 36%
MsrA inhibitor = inhibitors of bovine MsrA | inhibition, % at 15.5 µM | AID 651718 | 360,000 tested, 0.75% active | purified bovine MsrA, absorbance read-out; in the data active = inhibition above about 4.5%;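 note: 0% = vehicle wells with enzyme and 100% = reference inhibitor wells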
FAS TE block = inhibitors of human fatty acid synthase thioesterase domain; P49327; recombinant FAS-TE, OMFH fluorogenic substrate, fluorescence endpoint; inhibition, % at 15 µM; 360,000 tested, 0.67% active; AID 602261;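 active = compounds whose normalised, plate-corrected inhibition of enzyme fluorescence in the single-dose primary screen is 50% or more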;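 note: 0% = DMSO with enzyme and 100% = substrate without enzyme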
Rin1 Abl inh = inhibitors of human Rin1-Abl protein interaction. P00519+Q13671. TR-FRET Rin1/Abl binding, biochemical. inhibition, % at 7.35 µM. 360,000 tested, 0.4% active; in the data active = inhibition above about 5%, passing the limit was not always enough
Tb MetRS inh = Trypanosoma brucei MetRS inhibition | inhibition, % at 11.9 µM | 360,000 tested, 0.4% active | purified T. brucei MetRS, ATP depletion, Kinase-Glo luminescence;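 active = inhibition above a per-plate cutoff of the control wells' mean inhibition plus 3 SD, cut at about 5.5% in these data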;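 note: 0% = DMSO wells median and 100% = median of wells with control inhibitor compound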
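Assay system: T. brucei methionyl-tRNA synthetase, purified | Medium: HEPES buffer with MgCl2, KCl, DTT, spermine, BSA, pyrophosphatase | Compound: 11.9 µM single point | Incubation: 15 min enzyme-compound preincubation, 2 h reaction, 10 min detection, 25 °C | Measured by: Kinase-Glo luciferase luminescence reporting remaining unconsumed ATP | Measure: % inhibition normalized to control-well medians | Replication: Singlicate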
PABP1 MLLE inh = inhibitors of microRNA-mediated deadenylation, human PABP1 MLLE binding | P11940 | GST-MLLE / FITC-PAM2 fluorescence polarization | inhibition, % at 20 µM | 360,000 tested, 0.36% active; in the data active = inhibition above about 35%, passing the limit was not always enough;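 note: plate controls were DMSO wells with GST-MLLE for no effect and wells lacking GST-MLLE protein for full effect; some results filed as inactive read as strong as hits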
CSN deneddyl inh = blocks human CSN-mediated cullin deneddylation. Q92905. Purified CSN, SCF-Nedd8-OG deneddylation, fluorescence polarization. inhibition, % at 12.5 µM. 360,000 tested, 0.38% active. AID 651999;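 active = pattern-corrected inhibition above about 35%, with an unprinted fluorescence ratio check between 0.5 and 1.5, limit read from the data, passing the limit was not always enough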;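 note: 0% = enzyme with substrate and 100% = substrate without enzyme; some results filed as inactive read as strong as hits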
Target sequence (Q92905 whole entry, looked up, one chain of several): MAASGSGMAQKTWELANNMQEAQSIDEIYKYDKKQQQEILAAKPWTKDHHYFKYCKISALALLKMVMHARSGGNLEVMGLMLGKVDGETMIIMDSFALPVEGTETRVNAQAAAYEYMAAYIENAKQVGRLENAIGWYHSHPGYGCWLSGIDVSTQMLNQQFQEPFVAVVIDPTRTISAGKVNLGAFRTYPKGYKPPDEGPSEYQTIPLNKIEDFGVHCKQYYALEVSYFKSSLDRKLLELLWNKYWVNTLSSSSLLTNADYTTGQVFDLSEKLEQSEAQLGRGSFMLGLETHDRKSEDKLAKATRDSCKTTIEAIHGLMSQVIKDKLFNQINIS
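Assay system: Purified human Csn5 enzyme expressed in HEK293T cells | Amount: Enzyme 0.24 nM | Measured by: Fluorescence polarization readout | Medium: Tris/NaCl/DTT buffer, pH 7.5 | Compound dosing: One concentration, 12.5 µM, 0.25% DMSO | Times: 90 min incubation of compound, enzyme and substrate at room temperature | Control set: no-enzyme wells high, enzyme-with-substrate wells low | Read-out: % inhibition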
* hit, by the source's call; i = inactive; nt = no result given; + = active, no number; & = joins results of further samples.

nr	SMILES	bovine MsrA act	eLon inh	Neddyl block	MsrA inhibitor	FAS TE block	Rin1 Abl inh	Tb MetRS inh	PABP1 MLLE inh	CSN deneddyl inh
1	CC(C)OC(=O)c1cc2c(ccn2C)n1CC(=O)N1CCC(Cc2ccccc2)CC1	-3.3	3.8	i	-0.4	18.6	0.0	0.2	-4.7	3.5
2	CCOC(=O)COc1cc(-n2c(=S)[nH]c3ccccc3c2=O)c(Cl)cc1Cl	-10.9	-1.5	i	-0.4	5.7	0.3	-1.9	-4.8	0.7
3	COc1cc(/C=C/C(=O)NCCN2CCOCC2)cc(OC)c1OC	-5.4	-14.6	+	0.7	-10.5	-0.4	-0.7	15.3	-7.9
4	Nc1nc(SCC(=O)NC2CCCCCC2)[nH]c(=O)c1-c1ccccc1	-5.6	6.2	i	-0.1	-5.3	0.2	-1.5	-0.7	1.1
5	COc1ccc(Br)cc1CNC(=O)CN1C(=O)C(c2ccccc2)Oc2cccnc21 (stereo not drawn)	-2.0	-11.7	i	1.7	-0.7	1.2	0.4	-29.1	6.2
6	Cn1cc(CN2CCCC(CO)C2)c(-c2ccc(Oc3ccccc3)cc2)n1 (stereo not drawn)	-4.7	-1.6	i	0.4	-9.5	2.0	-0.7	-7.7	-1.7
7	CCOC(=O)c1ccccc1NC(=O)c1cn(-c2ccc(OC)cc2)c(=O)c2ccccc12	3.3	-7.2	i	1.1	26.1	-5.5	0.0	2.6	-18.8
8	O=C(Nc1c(C(=O)Nc2cccc3ccccc23)cnn1-c1ccccc1)c1ccco1	2.6	2.0	i	0.6	1.9	-1.7	0.4	4.0	5.2
9	COC(=O)C[C@H]1C=C[C@H](NC(=O)c2ccc(F)cc2)[C@@H](CO)O1	nt	nt	i	-0.2	nt	nt	-0.9	nt	3.0
10	Cc1cc(NC(=O)c2ccc(Br)cc2)nc(C)n1	-1.8	-5.0	i	0.4	-5.9	-1.3	0.0	-10.2	-4.1
11	Cc1cc(OC(C)C(=O)N(Cc2ccco2)C2CCS(=O)(=O)C2)cc(C)c1Cl (stereo not drawn)	-4.6	0.2	i	nt	5.7	-1.2	-0.1	10.5	1.5
12	O=C(N/N=C/c1ccccc1C(=O)O)c1ccccc1Br	-3.9	4.0	i	-0.3	0.8	0.9	-0.7	-12.1	2.0
13	COC(=O)c1ccccc1NC(=S)N1CCN(c2ccccn2)CC1	-6.1	1.7	i	-0.6	-1.2	-1.4	-0.9	-27.4	-1.1
14	COc1ccc(CN(C(=S)Nc2ccccc2)C2CC(=O)N(c3ccc(Cl)cc3)C2=O)cc1 (stereo not drawn)	-0.2	10.2	i	0.3	25.5	0.1	-0.4	-22.7	4.0
15	Cc1c(C(=O)OCC(=O)N(C)CC(=O)Nc2ccc(F)cc2)oc2ccccc12	-8.0	-2.1	i	-1.4	2.4	0.0	-0.4	-12.6	-2.7
16	CCOCC(=O)N(CC)Cc1ccccc1	-5.6	-3.1	i	0.9	-0.9	2.2	-0.1	8.1	0.8

An excerpt of these results, with two lines to a compound:
Results follow in this order: bovine MsrA act, eLon inh, Neddyl block, MsrA inhibitor, FAS TE block, Rin1 Abl inh, Tb MetRS inh, PABP1 MLLE inh, CSN deneddyl inh
#9 COC(=O)C[C@H]1C=C[C@H](NC(=O)c2ccc(F)cc2)[C@@H](CO)O1
    nt, nt, i, -0.2, nt, nt, -0.9, nt, 3.0
#10 Cc1cc(NC(=O)c2ccc(Br)cc2)nc(C)n1
    -1.8, -5.0, i, 0.4, -5.9, -1.3, 0.0, -10.2, -4.1
#11 Cc1cc(OC(C)C(=O)N(Cc2ccco2)C2CCS(=O)(=O)C2)cc(C)c1Cl (stereo not drawn)
    -4.6, 0.2, i, nt, 5.7, -1.2, -0.1, 10.5, 1.5
#12 O=C(N/N=C/c1ccccc1C(=O)O)c1ccccc1Br
    -3.9, 4.0, i, -0.3, 0.8, 0.9, -0.7, -12.1, 2.0
#13 COC(=O)c1ccccc1NC(=S)N1CCN(c2ccccn2)CC1
    -6.1, 1.7, i, -0.6, -1.2, -1.4, -0.9, -27.4, -1.1
#14 COc1ccc(CN(C(=S)Nc2ccccc2)C2CC(=O)N(c3ccc(Cl)cc3)C2=O)cc1 (stereo not drawn)
    -0.2, 10.2, i, 0.3, 25.5, 0.1, -0.4, -22.7, 4.0

A few values from the entries so far:
no. 14 – CSN deneddyl inh = 4.0
no. 9 – Tb MetRS inh = -0.9
no. 11 – Rin1 Abl inh = -1.2
no. 10 – FAS TE block = -5.9
no. 16 – Tb MetRS inh = -0.1
no. 12 – Tb MetRS inh = -0.7
no. 15 – PABP1 MLLE inh = -12.6

The listing continues.
nr	SMILES	bovine MsrA act	eLon inh	Neddyl block	MsrA inhibitor	FAS TE block	Rin1 Abl inh	Tb MetRS inh	PABP1 MLLE inh	CSN deneddyl inh
17	Cc1ccc(Cl)cc1N(CC(=O)NCc1ccc2c(c1)OCO2)S(C)(=O)=O	-2.0	12.6	i	0.5	4.7	0.3	0.0	8.3	-6.4
18	O=C(NCc1cccc(CNC(=O)C(=O)NCc2ccco2)c1)C(=O)NCc1ccco1	-1.4	-7.3	i	1.0	-12.4	-3.9	0.2	-7.9	12.1
19	CCN(CC(=O)Nc1ccc(OC)cc1)C(=O)Cc1ccsc1	-8.9	4.1	i	-0.1	-4.0	-0.6	-0.6	3.8	-0.5
20	O=C(O)CSCNC(=O)C12CC3CC(CC(C3)C1)C2	-6.4	-2.1	i	0.5	-5.1	-7.6	-0.6	17.8	-0.8
21	COc1ccc(CNc2cccnc2Cl)cc1	-1.1	-0.2	i	0.2	0.8	nt	-0.6	nt	-3.6
22	Cc1ccc(C(=O)N2CCN(c3ccc(C(F)(F)F)cn3)CC2)cc1	-1.8	-0.7	i	-0.7	2.5	2.6	-0.1	-0.2	4.7
23	COc1ccc(COC(=O)C2=C(C)NC(=O)NC2c2ccc(OC)c(OC)c2)cc1 (stereo not drawn)	-7.9	3.9	i	0.5	2.3	-2.6	-1.2	2.5	1.9
24	COC(=O)c1ccc2c(=O)n(CCCN3CCOCC3)c(=S)[nH]c2c1	-2.5	2.7	i	0.7	-6.3	-3.2	0.3	-35.6	-4.8
25	Cc1sc(NC(=O)CCCCC(=O)Nc2sc(C)c(C)c2C(=O)O)c(C(=O)O)c1C	-1.4	-8.0	i	0.8	-2.6	0.5	-0.6	31.0	0.0
26	Cc1ccc(C(=O)Nc2ccccc2C(=O)N2CCCC2)cc1[N+](=O)[O-]	-0.1	-3.8	i	0.5	-6.0	0.3	0.4	12.4	-0.1
27	Clc1ccc(-c2csc(N3CCc4ccccc4C3)n2)cc1	-3.2	-3.4	i	0.7	28.9	-2.9	-0.2	-18.3	1.3
28	CCCOc1ccc(N2CC(C(=O)Nc3ccccc3F)CC2=O)cc1 (stereo not drawn)	1.5	2.8	i	1.0	-6.9	5.2	-0.2	7.8	3.2
29	Cc1nc2c3c4c(sc3n3c(SCC(=O)NCc5ccco5)nnc3n2n1)COC(C)(C)C4	-4.2	7.1	i	-0.1	-1.9	-1.3	-1.1	-35.5	-5.4
30	COc1ccc(-c2cc3nc(C)c(CCC(=O)NCc4ccco4)c(C)n3n2)c(OC)c1	-0.3	1.2	nt	0.7	-2.1	0.3	-0.7	1.9	3.6
31	COc1ccc([C@@H]2[C@@H]3C(=O)N(C(C)(C)C)C(=O)[C@@H]3[C@]3(C)C(=O)N(c4ccc(C)cc4)C(=O)N23)cc1	0.4	1.0	i	-0.5	-3.7	2.8	-0.4	-3.0	-3.5
32	CCOC(=O)C1=C(COC(=O)/C=C/c2ccc(Cl)cc2)NC(=O)NC1C (stereo not drawn)	-4.1	6.2	i	1.1	-5.9	-3.4	-0.4	-5.1	0.2
33	N/C(=N\OC(=O)c1ccccc1[N+](=O)[O-])c1ccccn1	-4.2	4.5	i	2.6	-3.9	0.7	-0.7	28.4	-14.6
34	CCO[C@H]1OC(C(=O)NCc2ccccc2)=C[C@@H](C2CCCCC2)[C@@H]1CCCO	-0.3	-7.8	i	0.7	57.2*	6.3	-0.1	-2.7	1.8
35	Cc1ccccc1C(=O)NC1CCN(C(=O)NCc2ccccc2)CC1	0.6	2.7	i	0.0	-6.1	-2.1	-0.3	7.5	2.9
36	O=C(Nc1ccon1)c1nc[nH]c1C(=O)N1CCc2ccccc2C1	-0.7	-3.5	i	-0.7	-13.5	1.4	-0.2	10.2	2.7
37	Cc1ccc(NC(=O)CS(=O)c2ccccc2N)c(C)c1 (stereo not drawn)	2.5	-4.9	i	-1.5	-7.0	0.3	-0.5	12.8	-3.1
38	CCN=C1SC(CC(=O)Nc2ccccc2)C(=O)N1CC (stereo not drawn)	-1.1&-6.1	4.7&1.2	i	0.3&-2.0	-0.3&-5.0	1.0&-2.5	-0.2&0.0	-1.3&6.2	-0.7&3.2
39	Cc1ccc[n+](CC(=O)c2ccc(Br)cc2)c1C	-11.5	4.0	i	-0.1	-5.6	-2.5	-0.8	2.8	-0.5
40	CC(C)CC1Nc2ncnc(N3CCN(c4ccccn4)CC3)c2N(Cc2ccc(Br)cc2)C1=O (stereo not drawn)	-0.2&6.9	-13.7&1.7	i	0.1	28.2&33.3	0.3&-2.2	-0.2&-0.4	20.0&-0.3	105.0&-1.3
41	CCCNC(=O)C1(S(=O)(=O)c2ccccc2)CC=CC1	-3.4	10.4	i	-0.6	-12.6	0.2	-0.4	1.5	0.3
42	CC(C)OP(=O)(c1ccc(N(C)C)cc1)C(O)c1ccc(N(C)C)cc1 (stereo not drawn)	-5.0	-1.6	i	0.6	-9.4	2.5	-1.2	1.5	3.6
43	C=CCn1c(SCC(=O)NC2CCCC2)nc2scc(-c3ccco3)c2c1=O	-3.0	-16.1	i	0.6	10.8	1.1	0.4	-0.5	3.3
44	Cc1c(C(=O)N/N=C/c2ccncc2)no[n+]1[O-]	-2.1	-0.8	i	0.5	-0.1	-1.1	-0.2	8.1	6.0
45	CSC1=NC(=O)/C(=C/c2ccc(SC)cc2)S1	-5.1	24.6*	i	0.3	-1.0	-0.7	0.4	-25.8	7.5
46	Cc1cccc(NC(=O)CSc2nc3ccc(N4C(=O)c5ccccc5C4=O)cc3s2)c1C	2.5	-10.2	i	-0.4	0.0	-0.6	-0.5	-41.2	-2.0
47	CCOC(=O)c1c(/N=C/N(C)C)sc(C(=O)OC)c1C	1.4	6.1	i	1.4	-3.8	-0.3	-0.7	13.3	1.7
48	O=C(C1=C(Nc2ccccc2)c2ccccc2S(=O)(=O)N1)c1ccccc1	0.5	-2.5	i	2.8	23.4	0.0	-0.5	-22.6	3.0
49	Cc1ccc(S(=O)(=O)N2CCCCCC2)cc1C(=O)NCc1ccccn1	-2.6	12.2	i	1.6	-1.6	-0.2	-0.7	-0.9	6.4
50	Nc1ncc(Br)cc1S(=O)(=O)N1CCCCCC1	-4.1	-11.6	i	-0.8	1.0	1.3	-0.2	-3.0	1.6
51	O=C(CCC(=O)c1ccc(F)cc1)Nc1cccc(Br)c1	-8.6	-4.5	i	0.5	0.4	0.8	-1.4	-2.5	13.5
52	Cc1ccc(NC(=S)N(CCN2CCOCC2)Cc2cc3cc4c(cc3[nH]c2=O)OCCO4)cc1	-2.2	5.2	i	0.7	0.9	-3.4	-0.3	-96.4	3.3
53	Cc1cc(C)nc(NC(=O)CSc2nccc(C)n2)n1	-2.2	1.4	i	1.3	-6.0	2.2	0.8	-2.5	1.7
54	Cc1ccc(OCC(=O)Nc2ccc(CN3CCCCC3)cc2)c(C)c1	-9.3	-7.5	i	-0.6	-9.2	2.0	-1.6	3.0	-2.6
